# Source: PubChem
# proCasp3 act = procaspase-3 (human) activation; P42574; recombinant procaspase-3 D3A, Ac-DEVD-pNA absorbance 405 nm; activation, % at 8.5 µM; actives 0.11% (n = 330,000);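 active = activation above the mean of all tested compounds plus 3 SD, cut at about 21% in these data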;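 note: 0% = DMSO alone and 100% = DMSO wells spiked with extra 5 µM PC-3 D3A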
# Target sequence (P42574 whole entry D9A/D28A/D175A): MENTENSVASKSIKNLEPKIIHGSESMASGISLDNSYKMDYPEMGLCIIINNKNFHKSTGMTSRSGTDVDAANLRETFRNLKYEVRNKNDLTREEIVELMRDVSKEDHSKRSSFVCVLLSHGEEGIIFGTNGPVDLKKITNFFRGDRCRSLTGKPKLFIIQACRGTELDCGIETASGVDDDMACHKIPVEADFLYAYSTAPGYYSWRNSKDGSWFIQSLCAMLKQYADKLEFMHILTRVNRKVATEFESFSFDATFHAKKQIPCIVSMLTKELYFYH
#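 Assay system: Procaspase-3 D3A mutant, all three cleavage aspartates alanine. Buffer or medium: Zinc-free HEPES saline buffer with Triton X-100. Times: 1 h compound preincubation, 2 h substrate hydrolysis at 25 °C. Measured by: 405 nm absorbance of p-nitroaniline, reads at 0 and 120 min. Read-out basis: percent activation relative to control range. Replicates: singlicate.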
# JMJD2C inh = blocks human GASC-1 demethylase activity; GST-JMJD2C(1-420) H3K9me3 demethylation, DELFIA europium; inhibition, % at 2.35 µM; actives 0.069% (n = 330,000);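 active = more than half of a compound's replicate wells show inhibition beyond 50%, single wells judged on their own value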;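 note: signal counts dimethyl H3K9 product captured on neutravidin plate; 0% = median of DMSO wells and 100% = 0.3 times that DMSO median; strong numbers were not always called active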
# Target sequence (Q9H3R0 1-420 limits assumed): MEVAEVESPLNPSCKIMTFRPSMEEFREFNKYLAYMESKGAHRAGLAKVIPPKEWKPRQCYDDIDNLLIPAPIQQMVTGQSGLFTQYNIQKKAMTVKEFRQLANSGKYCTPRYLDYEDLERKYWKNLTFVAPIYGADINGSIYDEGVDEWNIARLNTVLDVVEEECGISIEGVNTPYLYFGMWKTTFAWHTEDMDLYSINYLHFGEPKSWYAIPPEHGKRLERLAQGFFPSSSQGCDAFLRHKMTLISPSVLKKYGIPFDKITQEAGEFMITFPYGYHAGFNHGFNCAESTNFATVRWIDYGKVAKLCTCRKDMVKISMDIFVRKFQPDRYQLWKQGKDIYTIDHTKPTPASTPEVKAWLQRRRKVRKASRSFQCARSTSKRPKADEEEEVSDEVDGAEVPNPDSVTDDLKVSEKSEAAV
# CR mimetic SO = caloric restriction mimetics inhibiting age-related superoxide in yeast. S. cerevisiae aged cells, superoxide DHE fluorescence; hits give low values. superoxide response (% of plate mean), % at 10 µM. actives 0.18% (n = 330,000);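 active = superoxide response under a set limit, about three screen SD below normal, cut at about 65% in these data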;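 note: yeast aged for seven days with compound at 30 °C before DHE staining; 100% = average MFI of all compound-treated wells on the plate with controls excluded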
# RPL19A-GFP yeast = modulators of TOR pathway RPL19A-GFP in S. cerevisiae. S. cerevisiae RPL19A-GFP strain, flow cytometry, 3 h; hits give low values. actives 0.3% (n = 330,000). AID 2025. percent response vs DMSO, % at 10 µM;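 active = percent response vs DMSO below 50%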;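 note: median channel GFP fluorescence of the barcoded RPL19A-GFP strain; ratio of sample median GFP to plate DMSO average so 100% = DMSO; lower means less RPL19A-GFP as with rapamycin TOR inhibition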
# LAP4 TOR yeast = alters LAP4-GFP fluorescence in TOR pathway yeast screen; AID 2023; S. cerevisiae LAP4-GFP multiplex, flow cytometry GFP, 3 h; median GFP as percent of DMSO wells; actives 0.34% (n = 320,000); GFP response vs DMSO, % at 10 µM;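 active = GFP response vs DMSO above a set limit, about the screen mean plus 3 SD, cut at about 150% in these data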
# procasp7 counter = counter-screen: procaspase-7 (human) activation. recombinant procaspase-7, Ac-DEVD-pNA absorbance 405 nm; D23A/D198A/D206A triple mutant, cannot self-cleave; scale: DMSO 0, 5 µM enzyme 100. activation, % at 8.5 µM. actives 0.093% (n = 330,000). AID 463210;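 active = percent activation above the screen-wide mean plus 3 SD, cut at about 25% in these data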
# Target sequence (P55210 whole entry D23A/D198A/D206A): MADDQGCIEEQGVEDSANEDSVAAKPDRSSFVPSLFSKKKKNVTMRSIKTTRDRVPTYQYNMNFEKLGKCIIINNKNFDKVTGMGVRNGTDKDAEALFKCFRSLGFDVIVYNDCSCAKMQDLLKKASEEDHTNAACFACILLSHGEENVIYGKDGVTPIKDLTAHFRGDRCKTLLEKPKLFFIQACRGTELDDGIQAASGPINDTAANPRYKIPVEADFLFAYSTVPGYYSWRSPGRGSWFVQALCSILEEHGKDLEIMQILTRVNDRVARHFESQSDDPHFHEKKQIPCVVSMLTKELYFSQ
#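 signal = Epi-absorbance of released pNA at 405 nm, two timepoints | assay system = Uncleavable procaspase-7 mutant enzyme | reagent = Ac-DEVD-pNA substrate, 400 µM as added | times = 1 h enzyme–compound preincubation and 2 h substrate reaction, both 25 °C | benchmarks = low DMSO alone, high DMSO plus 5 µM PC-7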
# AHR act = activators of human aryl hydrocarbon receptor | AHR-responsive luciferase reporter cells, luminescence | activation, % at 5 µM | actives 2.5% (n = 320,000) | P35869; in the data active = activation above about 47%;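 note: 0% = vehicle wells and 100% = reference agonist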
# MEP2 TOR yeast = modulators of TOR pathway MEP2-GFP in S. cerevisiae. S. cerevisiae MEP2-GFP strain, flow cytometry GFP, 3 h; 100% = DMSO control level. actives 0.51% (n = 330,000). GFP response vs DMSO, % at 10 µM. AID 2016;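 active = GFP response versus DMSO above a set limit, roughly screen mean plus 3 SD, cut at about 180% in these data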;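 note: median GFP fluorescence of the barcode-gated MEP2-GFP cells per well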
# Starred values were filed as active, the others as inactive; . = no result given.
1. CCSCCOC(=O)C1=C(C)NC(=O)NC1c1ccc2c(c1)OCO2 (stereo unspecified)
2. CC#CCN(CC#CC)S(=O)(=O)c1ccc(S(=O)(=O)N2CCOCC2)cc1
3. O=C(O)CSc1nc2sc3c(c2c(=O)n1-c1ccccc1)CCC3
4. O=C(Cn1cc(Cl)ccc1=O)c1ccc(Cl)cc1
5. Cc1cc2c(cc1C)NC1=C(N2)OC(c2cccc(O)c2)C1=O (stereo unspecified)
6. Cc1ccc(C)c(N2CCN(C(=O)Nc3ccc4c(c3)N(C)C(=O)CS4)CC2)c1

assay / compound	1	2	3	4	5	6
proCasp3 act	8	-6	-4	5	3	1
JMJD2C inh	-36	-9	-9	2	5	-2
CR mimetic SO	111	99	100	109	103	119
RPL19A-GFP yeast	103	100	100	109	103	97
LAP4 TOR yeast	105	98	97	96	92	110
procasp7 counter	-2	1	-3	4	13	3
AHR act	3	-2	8	-6	7	12
MEP2 TOR yeast	100	105	101	110	104	100

7. Nc1ncnc2nc(SCCN3CCCCC3)[nH]c12
8. O=C(CN(C(=O)C1CSC(=O)C1)c1ccccc1F)NCc1ccc2c(c1)OCO2 (stereo unspecified)
9. COc1ccc(S(=O)(=O)N(C)c2ccc(C(=O)N3CCOCC3)cc2)cc1
10. CCN1C(=O)c2ccc(C(=O)NCc3ccc4c(c3)OCO4)cc2C1=O
11. COc1cc(OC)cc(C(=O)Nc2ccccc2-c2nnn(CC(N)=O)n2)c1
12. COc1ccc(N2CCN(C(=O)CSc3nnc(COc4cccc5cccnc45)o3)CC2)cc1

assay / compound	7	8	9	10	11	12
proCasp3 act	7	3	7	-5	7	-7
JMJD2C inh	-2	1	5	0	0	12
CR mimetic SO	104	98	91	107	77	92
RPL19A-GFP yeast	104	101	101	102	100	100
LAP4 TOR yeast	85	96	104	106	98	100
procasp7 counter	8	2	4	-2	3	10
AHR act	-2	0	-4	-1	-5	0
MEP2 TOR yeast	111	107	96	100	103	101

13. Cc1ccc(CNc2ccc(CNc3ncn[nH]3)cc2)cc1
14. COc1ccc(S(=O)(=O)N2CCCC(C(=O)NCc3ccc4c(c3)OCO4)C2)cc1 (stereo unspecified)
15. COC(=O)c1c(C)oc(C)c1S(=O)(=O)NCc1ccco1
16. OCc1ccc2c(c1)c(-c1ccc3c(c1)OCCO3)c(-c1ccccc1)n2-c1ccccc1
17. CN(CCO)S(=O)(=O)c1ccc2c(c1)C(=NO)c1cc(S(=O)(=O)N(C)CCO)ccc1-2
18. O=C(COc1ccc(/C=N/NC(=O)C(=O)N2CCCCCC2)cc1)Nc1ccccc1Cl

assay / compound	13	14	15	16	17	18
proCasp3 act	-3	-1	2	2	-1	-17
JMJD2C inh	1	5	-8	2	-3	-11
CR mimetic SO	104	105	96	110	96	93
RPL19A-GFP yeast	103	109	98	95	95	100
LAP4 TOR yeast	104	101	107	102	103	95
procasp7 counter	-10	0	5	6	14	6
AHR act	3	2	-1	22	2	0
MEP2 TOR yeast	99	106	92	86	110	100

19. CN(CC(=O)Nc1ccccc1C(F)(F)F)C(=O)Cn1c(=O)oc2ccccc21
20. CC1CCCCC12NC(=O)N(CC(=O)N(C)Cc1nc3ccccc3c(=O)[nH]1)C2=O (stereo unspecified)
21. O=C(NCCc1nnc2ccc(SCC(=O)N3CCOCC3)nn12)c1ccccc1
22. COc1ccc(NC(=O)C2CCCN2C(=O)NC2CCCCC2)c(OC)c1 (stereo unspecified)
23. Cc1ccc(C)c(NC(=S)NNC(=O)c2csc(C)c2C)c1
24. COCCn1c(COc2ccc(C)cc2)nc2ccccc21

assay / compound	19	20	21	22	23	24
proCasp3 act	-5	11	3	-3	-2	-3
JMJD2C inh	-7	-7	-9	7	5	24
CR mimetic SO	92	89	108	108	93	95
RPL19A-GFP yeast	106	94	100	102	96	99
LAP4 TOR yeast	115	91	102	98	87	131
procasp7 counter	4	-2	7	9	1	3
AHR act	1	1	0	0	8	7
MEP2 TOR yeast	107	96	104	96	93	112

# Some values from the results shown:
# no. 18 | LAP4 TOR yeast = 95
# no. 1 | RPL19A-GFP yeast = 103
# no. 23 | MEP2 TOR yeast = 93
# no. 10 | RPL19A-GFP yeast = 102
# no. 17 | RPL19A-GFP yeast = 95

# Next section:
25. O=C(NC(=O)N1CCCCC1)c1ccccc1
26. O=C(NNc1c(F)c(F)cc(F)c1F)c1ccc(Cl)nc1
27. COc1ccc([C@H]2CC(=O)C=C(c3cc(F)ccc3OC)C2)cc1
28. O=C(CS(=O)(=O)c1cn(CC(=O)N2CCOCC2)c2ccccc12)Nc1ccccc1F
29. Cc1cccc(-n2ncc3c(N)ncnc32)c1
30. c1ccc(N2N=C(c3cccs3)CC2c2ccco2)cc1 (stereo unspecified)

assay / compound	25	26	27	28	29	30
proCasp3 act	3	-5	-4	4	-6	4
JMJD2C inh	-13	-2	-5	10	-4	0
CR mimetic SO	99	105	93	76	97	102
RPL19A-GFP yeast	97	94	94	103	98	93
LAP4 TOR yeast	111	89	110	98	105	103
procasp7 counter	6	2	2	-2	1	-4
AHR act	1	1	1	-2	19	17
MEP2 TOR yeast	107	91	96	100	102	107

31. CCc1ccc2[nH]c(O)c(N=NC3=NC(=O)CS3)c2c1
32. Cc1ccc(N2CC(C(=O)Nc3ccc(S(=O)(=O)N4CCOCC4)cc3)CC2=O)cc1Cl (stereo unspecified)
33. CC(CNC(=O)CCCn1ncn2c(cc3occc32)c1=O)c1ccccc1 (stereo unspecified)
34. O=C(CSc1ccccc1)Nc1ccncc1
35. CCn1cnc2c1c(=O)n(CC(=O)OC)c(=O)n2Cc1ccccc1
36. CS(=O)(=O)c1ccc(C(=O)NC2CCCc3ccccc32)cc1 (stereo unspecified)

assay / compound	31	32	33	34	35	36
proCasp3 act	-2	3	-10	1	-5	5
JMJD2C inh	4	6	1	-5	-11	5
CR mimetic SO	83	102	98	125	95	115
RPL19A-GFP yeast	96	98	99	99	101	114
LAP4 TOR yeast	115	105	98	102	104	99
procasp7 counter	-7	2	-4	4	4	-1
AHR act	44	3	4	0	0	2
MEP2 TOR yeast	97	98	97	109	102	105

37. O=Cc1sc(=O)n(Cc2cccc(C(=O)O)c2)c1Cl
38. COc1ccc2cc(C#N)c(NC(C)C)nc2c1
39. COc1ccc(N=Cc2cc3c(cc2O)OC(N)=C(C#N)C3c2ccccc2)cc1 (stereo unspecified)
40. Cc1ccccc1NC(=O)NCc1ccco1
41. Cc1cc2cc(CNC(=S)Nc3ccc(OC(F)F)cc3)ccc2[nH]1
42. CC(=O)CSc1ccc(-c2nc3ccccc3[nH]2)cn1

assay / compound	37	38	39	40	41	42
proCasp3 act	-14	1	-6	7	-1	8
JMJD2C inh	-5	-3	4	-25	-5	-5
CR mimetic SO	105	100	112	87	97	98
RPL19A-GFP yeast	98	90	100	99	97	102
LAP4 TOR yeast	102	93	93	104	104	90
procasp7 counter	-25	3	-3	8	-6	-9
AHR act	0	22	8	2	16	3
MEP2 TOR yeast	91	87	106	99	103	106

43. CC1CCC(NC(=O)Cn2cnc3sccc3c2=O)CC1 (stereo unspecified)
44. Cc1ccc(NC(=O)CSc2nnc3ccccn23)cc1
45. CCOc1ccc(-c2nnc(NC3=NCCCCC3)o2)cc1
46. Cc1cc(=O)oc(C)c1C(=O)NCC1CCCO1 (stereo unspecified)
47. Cc1cccc(C(=O)NC(=S)Nc2ccc(S(=O)(=O)N3CCN(C)CC3)cc2)c1
48. O=C(CN1C(=O)C2CCCCC2C1=O)Nc1nc2ccc(F)cc2s1 (stereo unspecified)

assay / compound	43	44	45	46	47	48
proCasp3 act	-4	1	2	0	-14	-12
JMJD2C inh	-5	-2	4	10	10	18
CR mimetic SO	101	79	101	98	101	158
RPL19A-GFP yeast	102	97	101	99	96	101
LAP4 TOR yeast	100	98	107	98	99	101
procasp7 counter	3	11	6	12	-15	2
AHR act	2	3	-1	1	6	6
MEP2 TOR yeast	101	110	109	101	95	100

49. COCCCN(CCCN)Cc1ccco1
50. Cc1ccc2c(n1)sc1c(-c3ccc(Br)cc3)c(C#N)c(N)nc12
51. CC(/C=N/n1c(COc2ccccc2)n[nH]c1=S)=C\c1ccccc1
52. CC(C)(C)NC(=O)c1cc(-c2ccccc2)n[nH]1
53. O=C(Nc1ccn(Cc2ccccc2F)n1)c1ccc(COc2ccc(Cl)cc2Cl)o1
54. COc1ccc(CCNC(=O)Cn2c(=O)oc3cc(Cl)ccc32)cc1OC

assay / compound	49	50	51	52	53	54
proCasp3 act	-3	-25	-8	-1	4	5
JMJD2C inh	4	4	4	-3	1	9
CR mimetic SO	103	114	101	100	104	108
RPL19A-GFP yeast	102	99	102	108	97	103
LAP4 TOR yeast	103	98	105	110	100	107
procasp7 counter	2	-26	-1	-6	13	-11
AHR act	-1	2	3	1	8	-1
MEP2 TOR yeast	108	108	102	107	96	106

55. CN(CC(=O)Nc1ccc(Cl)c(Cl)c1)C(=O)CNC(=O)C1CCCCC1
56. O=C(NC1(C(F)(F)F)NC(=O)N(Cc2cccnc2)C1=O)c1ccccc1Cl (stereo unspecified)
57. CCn1c(SCC(=O)N2CCN(c3ccccc3)CC2)nc2c(c1=O)SC(C)C2 (stereo unspecified)
58. N#CCN1C(=O)C(=O)N(Cc2cccc(C(F)(F)F)c2)C1=O
59. CCOC(=O)c1ccc2c(c1)n(CC)c(C)[n+]2CC
60. Cc1ccc(C(=O)OCc2nc(N)nc(Nc3ccccc3C)n2)cc1

assay / compound	55	56	57	58	59	60
proCasp3 act	5	5	-7	2	-7	3
JMJD2C inh	.	1	-7	4	14	2
CR mimetic SO	83	99	104	113	101	100
RPL19A-GFP yeast	96	98	106	105	95	104
LAP4 TOR yeast	95	97	99	104	93	100
procasp7 counter	6	10	0	0	-4	20
AHR act	3	-1	0	1	2	4
MEP2 TOR yeast	93	96	96	114	90	106

61. CCn1c(=O)c2cc(S(=O)(=O)NCCOc3ccccc3)ccc2n(CC)c1=O
62. Cn1nc(C(=O)OCC(=O)c2ccc(Br)cc2)c2ccccc2c1=O
63. COc1cccc(NC(=O)Cn2nnc(C(=O)NCCc3ccccc3)c2N)c1
64. O=C(Cc1ccccc1F)NC1CCCc2ccccc21 (stereo unspecified)
65. Cc1ccc(-c2nn3c(C)nnc3c3ccccc23)cc1S(=O)(=O)NCc1ccccc1
66. S=C(NC1CC1)N1CCN(c2ccc(Cl)cc2)CC1

assay / compound	61	62	63	64	65	66
proCasp3 act	0	-3	3	3	-3	-5
JMJD2C inh	-4	4	-10	0	5	7
CR mimetic SO	87	89	120	114	90	105
RPL19A-GFP yeast	99	95	103	109	114	101
LAP4 TOR yeast	101	109	96	101	120	112
procasp7 counter	10	7	1	4	-6	1
AHR act	11	3	17	14	-1	-5
MEP2 TOR yeast	104	94	107	112	114	97

# Record cards (already shown). Order of screens: proCasp3 act | JMJD2C inh | CR mimetic SO | RPL19A-GFP yeast | LAP4 TOR yeast | procasp7 counter | AHR act | MEP2 TOR yeast
# COc1cccc(NC(=O)Cn2nnc(C(=O)NCCc3ccccc3)c2N)c1 is entered as 3 | -10 | 120 | 103 | 96 | 1 | 17 | 107
# O=C(Cc1ccccc1F)NC1CCCc2ccccc21 (stereo unspecified) is entered as 3 | 0 | 114 | 109 | 101 | 4 | 14 | 112
# Cn1nc(C(=O)OCC(=O)c2ccc(Br)cc2)c2ccccc2c1=O is entered as -3 | 4 | 89 | 95 | 109 | 7 | 3 | 94
# CCn1c(=O)c2cc(S(=O)(=O)NCCOc3ccccc3)ccc2n(CC)c1=O is entered as 0 | -4 | 87 | 99 | 101 | 10 | 11 | 104
